From PubChem BioAssay
BioA inh: BioA (M. tuberculosis) enzyme inhibition. purified M. tuberculosis BioA enzyme, plate reader. inhibition, % at 9.99 µM. actives 0.096% (n = 360,000). AID 602481; in the data active means inhibition above about 40%
MazEF act: increases E. coli MazEF RNase cleavage of RNA; P0AE70; FAM/BHQ RNA-DNA oligo cleavage fluorescence, 5 h; activation, % at 20 µM; actives 0.32% (n = 350,000); AID 504720; in the data active means activation above about 50%
Target sequence (P0AE70 whole entry, looked up): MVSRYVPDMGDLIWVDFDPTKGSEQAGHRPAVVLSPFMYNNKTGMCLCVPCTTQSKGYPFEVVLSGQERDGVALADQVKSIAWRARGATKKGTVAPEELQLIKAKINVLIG
Mtb FBA inh: inhibitors of M. tuberculosis fructose-bisphosphate aldolase; P9WQA3; purified M. tuberculosis FBA, fluorescence read-out; inhibition, % at 1 µM; actives 2.3% (n = 360,000); AID 588726; in the data active means inhibition above about 27%;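 further: 0% = vehicle and 100% = reference inhibitor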
Target sequence (P9WQA3 whole entry, looked up): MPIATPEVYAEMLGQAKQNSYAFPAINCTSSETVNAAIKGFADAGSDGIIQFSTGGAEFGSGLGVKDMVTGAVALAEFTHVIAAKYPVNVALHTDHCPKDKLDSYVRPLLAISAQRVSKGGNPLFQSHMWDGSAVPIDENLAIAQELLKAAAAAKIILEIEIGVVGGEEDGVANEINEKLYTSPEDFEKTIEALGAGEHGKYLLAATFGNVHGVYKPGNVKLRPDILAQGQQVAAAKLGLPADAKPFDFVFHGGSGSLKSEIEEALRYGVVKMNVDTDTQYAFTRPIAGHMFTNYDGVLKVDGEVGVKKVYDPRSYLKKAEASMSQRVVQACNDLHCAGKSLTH
GDH-TPI counter: GDH-TPI coupled enzyme inhibition counter-screen. actives 1.2% (n = 360,000). GDH-TPI coupled enzyme counterscreen, NADH absorbance. inhibition, % at 4.8 µM; in the data active means inhibition above about 30%;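 further: 0% = DMSO wells and 100% = wells lacking the enzyme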
SSB-PriA inh: inhibitors of Klebsiella pneumoniae PriA binding to SSB C-terminal tail; AlphaScreen SSBct-PriA binding, biotinylated peptide; inhibition, % at 33 µM; actives 0.6% (n = 430,000); in the data active means inhibition mostly above about 37%, no sharp cut-off; inactive means mostly below about 20%;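 further: plate controls were negative control peptide for no effect and reference peptide for full effect; strong numbers were not always called active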
SARS 3CLpro inh: SARS-CoV 3CLpro protease inhibition | actives 0.14% (n = 290,000) | P0C6X7 | inhibition, % at 6 µM | recombinant SARS-CoV 3CLpro, quenched FRET peptide cleavage; in the data active means inhibition above about 12%
Vc quorum ag: quorum light induction in luxS cqsA deficient V. cholerae. V. cholerae BH1578 lux reporter, luminescence, 6 h. activation, % at 18.7 µM. actives 0.16% (n = 350,000); in the data active means activation mostly above about 9.7%, no sharp cut-off; further: not every result past the cut was called active; inactives centre near 0; reference of the scale not given here
VHR inh abs: inhibitors of human VHR1 phosphatase (DUSP3); P51452; recombinant VHR phosphatase, pNPP absorbance; inhibition, % at 13.3 µM; actives 0.52% (n = 290,000); AID 1654; in the data active means inhibition above about 50%; further: some compounds called inactive have numbers as strong as hits
Target sequence (P51452 whole entry, looked up): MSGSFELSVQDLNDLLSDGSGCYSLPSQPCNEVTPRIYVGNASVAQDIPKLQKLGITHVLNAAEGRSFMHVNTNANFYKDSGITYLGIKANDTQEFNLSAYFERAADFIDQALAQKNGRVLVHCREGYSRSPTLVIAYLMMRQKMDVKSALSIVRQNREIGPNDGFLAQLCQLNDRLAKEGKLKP
Mtb UGM inh: blocks M. tuberculosis UGM enzyme; inhibition, % at 10 µM; AID 504406; purified UGM, fluorescence polarization probe displacement; P9WIQ1; actives 0.06% (n = 320,000); in the data active means inhibition above about 10%, passing the limit was not always enough
Rv3671c inh: inhibitors of M. tuberculosis serine protease Rv3671c | inhibition, % at 5.96 µM | AID 2606 | actives 0.048% (n = 320,000) | P9WHR9; in the data active means inhibition above about 38%;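 further: extracellular domain of Rv3671c used as enzyme; 0% = enzyme with DMSO and 100% = no enzyme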
Target sequence (P9WHR9 whole entry, looked up, the tested form may be a part): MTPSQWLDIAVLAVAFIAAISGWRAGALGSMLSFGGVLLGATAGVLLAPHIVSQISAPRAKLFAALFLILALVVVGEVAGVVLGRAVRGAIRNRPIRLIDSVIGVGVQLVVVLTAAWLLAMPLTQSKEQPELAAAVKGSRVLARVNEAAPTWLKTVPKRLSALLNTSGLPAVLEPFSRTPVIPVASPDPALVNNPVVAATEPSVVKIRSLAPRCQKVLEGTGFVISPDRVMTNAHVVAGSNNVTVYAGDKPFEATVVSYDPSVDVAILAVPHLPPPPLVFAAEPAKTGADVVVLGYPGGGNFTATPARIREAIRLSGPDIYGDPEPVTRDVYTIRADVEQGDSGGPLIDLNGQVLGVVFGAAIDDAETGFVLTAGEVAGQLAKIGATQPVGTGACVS
Active calls of the source: *; i = inactive; / = no result given; & = joins results of further samples. These rows are one share of the data; the hit share may differ from the screen's.

SMILES | BioA inh | MazEF act | Mtb FBA inh | GDH-TPI counter | SSB-PriA inh | SARS 3CLpro inh | Vc quorum ag | VHR inh abs | Mtb UGM inh | Rv3671c inh
CCNC(=O)CN1C(=O)NC2(CCCc3cc(OC)ccc32)C1=O (centres undefined) | 1.3 | 7 | 3 | -3 | -20 | 2 | 8.0 | 25 | -4.7 | 0
O=C(CCCOc1ccccc1)Nc1nccs1 | -0.2 | -4 | 0 | -2 | -4 | 2 | -0.6 | 7 | -1.4 | -10
O=C(c1ccccc1)N1CCN(c2ccc([N+](=O)[O-])c(N3CCOCC3)c2)CC1 | / | 8 | -19 | 10 | 1 | 0 | i | -3 | -2.1 | 3
Cc1ccc(N/C=C(/C#N)c2ccsc2)cc1C | 0.0 | 0 | -3 | 17 | -2 | 2 | / | 0 | 0.4 | 7
COc1ccc(C(c2nnnn2Cc2cccs2)N2CCN(c3ccccc3F)CC2)cc1OC (centres undefined) | 1.9 | -1 | 4 | 8 | -2 | 0 | -1.4 | 7 | 0.1 | -3
CN(CCCN1CCOCC1)C(=O)c1ccc2nc(Cc3cccc(Cl)c3)oc2c1 | 1.9 | 2 | 5 | 6 | -3 | 4 | i | 11 | -2.9 | -13
Cc1ccc2nc(-c3ccc(NC(=S)NC(=O)CC(C)C)cc3)sc2c1 | -2.8 | 7 | 5 | 7 | -15 | -2 | i | 9 | 1.5 | 0
COc1cccc(C(=O)NNC(=O)C2CCCO2)c1 (centres undefined) | -6.0 | -19 | 5 | -6 | -3 | -10 | -0.3 | 32 | 0.1 | -2
COc1ccc(C(=O)CSc2nnnn2C)c(OC)c1 | / | 6 | 1 | 4 | -1 | 2 | -0.2 | -9 | 0.0 | -12
COC(=O)c1cc(/C=C/c2ccccc2)[nH]n1 | 0.3 | 8 | 1 | -1 | -2 | 8 | i | 1 | -1.6 | -4
O=C1CC(c2ccc(F)cc2)Cc2nc(N3CCOCC3)ncc21 (centres undefined) | 4.9 | -5 | -4 | 20 | -5 | -4 | 4.5 | -16 | 2.4 | -3
CC(=O)Nc1ccccc1Nc1cc(C#N)c(C#N)cc1[N+](=O)[O-] | -0.8 | -3 | -4 | 0 | 3 | 2 | i | 16 | 0.7 | -3
O=C(CCc1nc2ccccc2[nH]c1=O)OCC(=O)c1ccc(Cl)cc1 | -1.7 | -1 | 7 | 15 | -6 | 0 | -0.5 | 18 | 1.6 | -4
O=C(Nc1ccccc1)c1ccc2c(c1)OCCCO2 | 3.3 | 1 | 1 | -9 | 2 | 2 | i | 24 | 1.2 | -6
COc1cc(NC(=O)CCN2CCN(c3ccccc3OC)CC2)cc(OC)c1 | 1.2 | 7 | -3 | 2 | / | / | -0.5 | / | / | /
Cn1c2c(c(=O)n(C)c1=O)C(c1ccccc1OC(F)F)C1=C(CCCC1=O)N2 (centres undefined) | 4.2 | -1 | 15 | 13 | -4 | 2 | -0.3 | / | -0.4 | -5
CCOC(=O)CSc1nnnn1-c1cccc2ccccc12 | 1.5 | -1 | -8 | -6 | -5 | 4 | 2.1 | 0 | 1.8 | 7
CC(=O)c1cnc(SCC(=O)O)nc1C | -0.8 | 8 | 2 | -5 | -15 | 5 | i | 6 | 2.2 | -7
CCOc1ccc2nc3cc(NCc4ccc(OC)cc4)ccc3c(N)c2c1 | -4.1 | -89 | 7 | 8 | -5 | -26 | i | 16 | 0.7 | -33
O=C(/C(N=Nc1cccc(C(F)(F)F)c1)=C(/O)c1cccs1)C(F)(F)F | / | 2 | 0 | 3 | / | -1 | -0.4 | 29 | 4.9 | -2
COc1ccc(OC)c(-c2csc(NC(=O)c3ccc(OCC4CCCO4)cc3)n2)c1 (centres undefined) | 0.5 | -1 | -2 | -1 | 0 | 0 | -0.4 | 8 | 1.9 | -16
CN(C)c1nc2n(c(=S)n1)CCS2 | -0.4 | 8 | 1 | 1 | -13 | 0 | i | -1 | 2.8 | -3
Cc1ccc(CC(=O)NC2CCCc3ccccc32)cc1C (centres undefined) | -0.7 | 12 | 0 | 7 | -4 | -5 | i | 26 | 1.0 | 4
Cn1nnnc1SCC(=O)Nc1ccc(Oc2ccc(Cl)cc2)cc1 | / | -3 | 3 | 2 | -6 | -2 | i | -5 | -0.6 | -4
COc1cccc(C(c2nnnn2CC2CCCO2)N2CCN(C(=O)c3ccco3)CC2)c1OC (centres undefined) | 0.2 | -1 | 0 | -2 | -17 | 2 | 0.0 | 9 | 0.4 | 8
COc1ccc(N2C(=O)NC(NC(=O)c3ccncc3)(C(F)(F)F)C2=O)cc1 (centres undefined) | 0.2 | 1 | 2 | 19 | 0 | 3 | i | -4 | -2.0 | -3
CN(CC1CCCCO1)C(=O)c1cc(COc2ccc(F)cc2Cl)on1 (centres undefined) | -1.7 | -2 | -1 | 9 | -22 | -4 | -0.3 | 31 | 1.9 | 1
O=C(COC(=O)c1cc(=O)[nH]c2ccccc12)NCc1ccc(Cl)cc1 | -1.5 | -1 | 5 | 11 | -8 | / | i | / | -0.7 | 0
COc1ccc(C(=O)Nc2cc(OC)ccc2OC)cc1 | 0.1 | -2 | 1 | 3 | -9 | -2 | / | 10 | -1.3 | 5
O=[N+]([O-])c1ccccc1N/N=C1\CC2CC=CC12 (centres undefined) | / | -6 | -4 | -5 | / | -1 | -0.6 | 16 | -1.0 | 6
CC(=O)Nc1ccc(OCc2ccccc2)cc1[N+](=O)[O-] | / | -31 | -1 | 7 | -4 | / | -0.8 | / | / | /
CCOC(=O)c1cnc2ccccc2c1Nc1ccc2c(c1)OCCO2 | / | 2 | -1 | 18 | 4 | 2 | i | 18 | -0.4 | -5
CNc1ccccc1C(=O)OCC(=O)Nc1ccc2c(c1)OCO2 | -0.5 | 5 | 53* | 2 | -11 | / | -0.9 | / | -0.1 | 3
Cn1c(=O)c2c(nc(SCCCC#N)n2Cc2c(F)cccc2Cl)n(C)c1=O | 5.4 | 17 | 2 | -2 | 0 | -4 | -0.4 | 2 | 2.5 | -4
CSc1ccccc1NC(=O)CN1CCN(Cc2ccccc2)CC1 | / | / | 1 | -1 | / | 2 | 1.2 | 33 | -0.6 | -7
Cc1ccc(S(=O)(=O)N(C)C[C@@H]2OCc3cnnn3CCCC(=O)N([C@@H](C)CO)C[C@H]2C)cc1 | 1.1&2.0&0.6 | -4 | 4 | 11 | / | / | i | / | / | /

A second format for some results above:
Under each structure: BioA inh | MazEF act | Mtb FBA inh | GDH-TPI counter | SSB-PriA inh | SARS 3CLpro inh | Vc quorum ag | VHR inh abs | Mtb UGM inh | Rv3671c inh
O=C(COC(=O)c1cc(=O)[nH]c2ccccc12)NCc1ccc(Cl)cc1
  -1.5 | -1 | 5 | 11 | -8 | / | i | / | -0.7 | 0
COc1ccc(C(=O)Nc2cc(OC)ccc2OC)cc1
  0.1 | -2 | 1 | 3 | -9 | -2 | / | 10 | -1.3 | 5
O=[N+]([O-])c1ccccc1N/N=C1\CC2CC=CC12 (centres undefined)
  / | -6 | -4 | -5 | / | -1 | -0.6 | 16 | -1.0 | 6
CC(=O)Nc1ccc(OCc2ccccc2)cc1[N+](=O)[O-]
  / | -31 | -1 | 7 | -4 | / | -0.8 | / | / | /
CCOC(=O)c1cnc2ccccc2c1Nc1ccc2c(c1)OCCO2
  / | 2 | -1 | 18 | 4 | 2 | i | 18 | -0.4 | -5
CNc1ccccc1C(=O)OCC(=O)Nc1ccc2c(c1)OCO2
  -0.5 | 5 | 53* | 2 | -11 | / | -0.9 | / | -0.1 | 3
Cn1c(=O)c2c(nc(SCCCC#N)n2Cc2c(F)cccc2Cl)n(C)c1=O
  5.4 | 17 | 2 | -2 | 0 | -4 | -0.4 | 2 | 2.5 | -4
CSc1ccccc1NC(=O)CN1CCN(Cc2ccccc2)CC1
  / | / | 1 | -1 | / | 2 | 1.2 | 33 | -0.6 | -7
Cc1ccc(S(=O)(=O)N(C)C[C@@H]2OCc3cnnn3CCCC(=O)N([C@@H](C)CO)C[C@H]2C)cc1
  1.1&2.0&0.6 | -4 | 4 | 11 | / | / | i | / | / | /

Next part:
SMILES | BioA inh | MazEF act | Mtb FBA inh | GDH-TPI counter | SSB-PriA inh | SARS 3CLpro inh | Vc quorum ag | VHR inh abs | Mtb UGM inh | Rv3671c inh
Cc1ccc(C(=O)CN2/C(=C(\O)c3ccccc3)C(=O)c3ccccc3S2(=O)=O)c(C)c1 | / | 3 | -3 | 22 | / | 8 | i | 15 | 2.2 | 9
OCCN(Cc1ccccc1)Cc1ccc(C(F)(F)F)cc1 | -0.9 | 2 | -1 | -6 | -37 | 2 | i | 0 | -0.8 | 4
COc1ccc(N)cc1NC(=O)CN1CCCC1 | -0.3 | 3 | -1 | 8 | 0 | 2 | i | 59* | 0.8 | -2
Cc1ccnc(NC(=O)C23CC4CC(CC(C4)C2)C3)c1 | 1.2 | -3 | -1 | 9 | -23 | -2 | i | -22 | 3.1 | 12
CC(C(=O)c1ccc2ccccc2c1)N1CCCCC1 (centres undefined) | / | 6 | 14 | 0 | 2 | -3 | i | 22 | -0.2 | -1
NNC(=S)NCc1ccccc1 | / | 8 | 3 | 3 | -19 | -1 | -0.2 | -9 | 1.8 | 4
O=C(NCCN1CCOCC1)c1cc(-c2cccc(Cl)c2)on1 | -3.4 | 6 | 1 | 4 | 2 | -2 | -0.4 | 40 | -1.2 | -6
CCc1ccc(C2NC(=S)NC3=C2C(=O)N(c2ccccc2OC)C(c2ccc(CC)cc2)N3)cc1 (centres undefined) | 0.0 | -8 | -10 | 18 | 8 | 1 | -3.2 | -6 | -2.4 | 8
CC1(C)CN(c2ccccc2)N(C(=O)c2ccc(F)cc2)C1=O | 0.1 | -4 | 0 | -10 | -17 | 0 | -0.1 | 19 | 0.7 | 4
O=C(NCCCn1ccnc1)c1cc(Cl)cc(Cl)c1 | 1.0 | 4 | 2 | 0 | 10 | -2 | -0.6 | / | 4.4 | -1
COc1ccccc1CNC(=O)[C@H](NC(=O)C1CCN(C(=O)[C@@H](N)CCSC)CC1)C(C)C | 0.8 | 0 | 5 | 19 | -8 | -1 | -0.3 | -3 | -0.8 | -2
Cn1ncc2c(NCCc3ccccc3)nc(Cl)nc21 | 3.4 | 0 | 2 | 2 | -13 | / | i | / | / | /
CC(Oc1ccccc1)C(=O)Nc1nnc(S(=O)(=O)Nc2ccccc2)s1 (centres undefined) | 0.3 | 2 | -1 | 11 | -2 | 4 | -0.1 | 17 | 4.0 | -3
O=C(CN1C(=O)c2ccc([N+](=O)[O-])cc2C1=O)Nc1nccs1 | / | 10 | 0 | 9 | 0 | -2 | i | 31 | -0.2 | -2
COC(=O)c1cccc(NC(N)=S)c1 | / | -16 | -3 | -1 | 2 | -6 | 0.4 | 43 | 0.3 | 1
CCCc1nnc(NC(=O)CCS(=O)(=O)Cc2ccccc2)s1 | -1.0 | 9 | 0 | -4 | -2 | -8 | -0.2 | 36 | -1.7 | -6
FC(F)Oc1ccc(C2=Nn3c(nnc3-c3ccccc3Cl)SC2)cc1OCC1CC1 | -0.9 | -14 | 0 | 9 | -12 | / | -0.5 | / | -4.9 | 0
COc1ccc(S(=O)(=O)CCC(=O)N2CCN(c3ccc(F)cc3)CC2)cc1 | / | -1 | 0 | -5 | 0 | 4 | -9.1 | -6 | -1.7 | -1
c1ccc(-c2cc(-c3cc(-c4ccccc4)on3)no2)cc1 | / | -10 | -1 | 2 | / | / | -3.1 | / | / | /
O=C(Cc1cccc([N+](=O)[O-])c1)Nc1cccc(C(=O)N2CCOCC2)c1 | 0.2 | -13 | 2 | 1 | -3 | / | i | / | -4.1 | 2
CCOC(=O)c1cnc2ccc(Br)cc2c1NCC(C)O (centres undefined) | / | 17 | 3 | 3 | -1 | / | 0.9 | 8 | / | /
CCc1ccc(Nc2nnc(SCC(=O)NC(=O)c3cccn3C)s2)cc1 | / | -1 | 1 | 22 | 12 | -2 | i | 20 | -1.7 | -4
C/C(=N\NC(=O)C1CCCC1)c1ccc(Cl)cc1 | -1.9 | 5 | 1 | 7 | / | -3 | i | 60 | 0.8 | /
